Screening results (PubChem BioAssay)
DAX1 inh-1 – inhibitors of human orphan nuclear receptor DAX1 (NR0B1); 340,000 tested, 0.99% active; inhibition, % at 6.75 µM; HEK293 Gal4-DAX1 luciferase reporter, luminescence; P51843; AID 504766;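 active means inhibition above the mean over all tested compounds plus 3 SD, cut at about 4.2% in these data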;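 further: 0% = DAX1-transfected cells with DMSO and 100% = empty-vector control cells with DMSO; inhibition shows as a rise in luminescence from relieved DAX1 repression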
Target sequence (P51843 207-470 limits assumed): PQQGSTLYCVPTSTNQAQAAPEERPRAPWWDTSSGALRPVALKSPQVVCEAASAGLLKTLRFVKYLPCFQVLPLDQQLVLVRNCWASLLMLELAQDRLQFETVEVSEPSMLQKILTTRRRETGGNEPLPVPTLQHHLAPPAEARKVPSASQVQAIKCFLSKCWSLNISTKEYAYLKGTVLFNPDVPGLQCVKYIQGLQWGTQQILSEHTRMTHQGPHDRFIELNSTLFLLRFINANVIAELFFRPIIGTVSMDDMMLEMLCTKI
SMARCA2 act – increases SMARCA2 function in MMTV reporter cells. MG213 cells, MMTV-luciferase reporter, dexamethasone, overnight. AID 652017. 370,000 tested, 1% active. activation, % at 9.1 µM; in the data active means activation above about 7.8%;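 further: 0% = vehicle wells and 100% = reference activator wells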
ssDAF-12 act – S. stercoralis DAF-12 activation, primary screen; 370,000 tested, 1% active; HEK293 ssDAF-12/GRIP1 lit1-tk-luc reporter, luminescence; % of 3 µM dafachronic acid response; activation, % at 6.8 µM;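 active means activation above the mean over all tested compounds plus 3 SD, cut at about 0.9% in these data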;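 further: 0% = DMSO-only wells and 100% = 3 µM delta7-dafachronic acid wells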
GC-B act – GC-B (human) receptor activation; P20594; HEK293-GC-B cells, CNP EC30, cGMP TR-FRET; 0% at EC30 CNP, 100% saturating CNP; activation, % at 10 µM; 370,000 tested, 0.11% active; AID 1920062;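 active means activation at 10 µM reaching about 35% in either raw or pattern-adjusted values, limit read from the data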
hgDAF-12 ag – hgDAF-12 agonism, primary luciferase screen; AID 687014; activation, % at 6.8 µM; 370,000 tested, 1.8% active; HEK293 GAL4-hgDAF12 UAS-luciferase reporter, agonist luminescence; normalized to butyrate control;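 active means activation above a cutoff set at the mean of all screened compounds plus 3 SD, cut at about 10% in these data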;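 further: 0% = DMSO wells and 100% = sodium butyrate wells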
HGIII-sPLA2 inh – Inhibits HGIII-sPLA2 liposome hydrolysis, primary screen; 370,000 tested, 0.56% active; inhibition, % at 12.2 µM; QFRET BODIPY PC-A2 liposome hydrolysis, fluorescence;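 active means inhibition above mean plus 3 SD of compounds lying within the high and low control bounds, cut at about 19% in these data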;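 further: 0% = median of test compound wells and 100% = no enzyme DMSO wells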
GC-A act – GC-A (human) enzyme activation; HEK293 GC-A cells, cGMP TR-FRET, EC30 ANP; 0% at EC30 ANP, 100% saturating ANP; activation, % at 10 µM; 370,000 tested, 0.14% active; AID 1671463; in the data active means activation above about 40%
ADAM10 inh – ADAM10 inhibition, QFRET primary screen | O14672 | recombinant ADAM10, EDANS/DABCYL FRET peptide cleavage, 3 h | inhibition, % at 7 µM | 370,000 tested, 0.62% active;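 active means inhibition above a per-campaign cutoff equal to the mean of compounds falling between control-based bounds plus 3 SD, cut at about 20% in these data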;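 further: 0% = DMSO wells while the 100% control is not disclosed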
Target sequence (O14672 214-748 limits assumed): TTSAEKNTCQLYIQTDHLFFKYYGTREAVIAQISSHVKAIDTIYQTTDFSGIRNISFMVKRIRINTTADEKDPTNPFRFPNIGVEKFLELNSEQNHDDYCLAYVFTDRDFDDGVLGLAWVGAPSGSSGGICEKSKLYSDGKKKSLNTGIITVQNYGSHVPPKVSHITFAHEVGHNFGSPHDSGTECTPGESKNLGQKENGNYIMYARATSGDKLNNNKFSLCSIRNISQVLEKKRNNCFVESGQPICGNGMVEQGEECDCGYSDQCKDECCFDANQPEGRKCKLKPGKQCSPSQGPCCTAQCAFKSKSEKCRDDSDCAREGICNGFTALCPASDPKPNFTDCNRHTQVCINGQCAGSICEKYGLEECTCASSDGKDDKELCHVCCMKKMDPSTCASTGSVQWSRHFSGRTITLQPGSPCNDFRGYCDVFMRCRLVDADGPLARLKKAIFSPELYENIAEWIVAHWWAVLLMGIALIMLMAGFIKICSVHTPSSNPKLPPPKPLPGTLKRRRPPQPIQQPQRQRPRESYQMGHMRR
DAX1 inh-2 – DAX1 (NR0B1) inhibition, primary screen; HEK293T StAR-luciferase reporter, SF-1/DAX-1 repression relief; inhibition, % at 6.8 µM; 370,000 tested, 1.1% active; AID 652010;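 active means inhibition above the mean over all tested compounds plus 3 SD, cut at about 3.6% in these data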;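 further: 0% = DAX-1 cells with DMSO and 100% = cells lacking DAX-1 with DMSO; higher inhibition means more luminescence from relief of DAX-1 repression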
hcDAF-12 act – activators of H. contortus DAF-12 nuclear receptor. activation, % at 6.8 µM. HEK293 hcDAF-12 lit1-tk-luc reporter, luminescence; 0% DMSO, 100% Δ7-dafachronic acid. 370,000 tested, 1.4% active. AID 652067;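 active means activation above the mean of all tested compounds plus 3 SD, cut at about 5.5% in these data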;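 further: 100% = response to 3 µM Δ7-dafachronic acid high control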
FXN GAA850 act – increases GAA850 frataxin promoter reporter activity | 360,000 tested, 0.56% active | activation, % at 6 µM | HEK293 lucGAA850 FXN promoter luciferase reporter, 24 h; percent of 10 µM SAHA response | AID 540364;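 active means activation above the average of all compounds screened plus 3 SD, cutoff fixed separately per campaign, cut at about 7.5% in these data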;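 further: 0% = DMSO wells and 100% = 10 µM SAHA wells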
The depositor's hits bear a star; · = no result given.

Structure | DAX1 inh-1 | SMARCA2 act | ssDAF-12 act | GC-B act | hgDAF-12 ag | HGIII-sPLA2 inh | GC-A act | ADAM10 inh | DAX1 inh-2 | hcDAF-12 act | FXN GAA850 act
N#Cc1ccc(N2C(=O)[C@@H]3C(C(=O)c4cnccn4)=NN[C@@H]3C2=O)cc1 | · | 5 | -0.8 | -2 | 1.6 | -8 | 3 | 0 | 0.2 | -1.0 | 2.3
CC(Sc1nnc(C2CC2)n1C1CC1)C(=O)Nc1ccccc1C#N (centres undefined) | 0.6 | -3 | -1.3 | 2 | -1.4 | 4 | -1 | -15 | 0.3 | -0.5 | 1.0
Cc1ccc(/C=N/NC(=O)C(C)Oc2ccccc2[N+](=O)[O-])s1 (centres undefined) | -1.2 | -2 | -0.7 | 1 | -1.4 | 0 | 2 | 5 | -0.6 | 0.7 | 11*
CC(Oc1ccccc1)C(=O)N1CCN(S(=O)(=O)c2ccc(OC(F)(F)F)cc2)CC1 (centres undefined) | 0.7 | 0 | -1.7 | -3 | 1.2 | -11 | -1 | 1 | -0.8 | -0.3 | -4.1
CC(=O)Nc1cc(-c2ccccc2)cn2c(-c3ccc(F)c(Cl)c3)cnc12 | · | -3 | -1.4 | 10 | -0.9 | 3 | -6 | -26 | -0.2 | 0.5 | 0.1
O=C(NC1CCCCC1)c1cc([N+](=O)[O-])ccc1N1CCOCC1 | 0.9 | -2 | -1.3 | -1 | 1.3 | 4 | 1 | -6 | -0.7 | -1.2 | 0.2
c1ccn2c(CNc3ncnc4sccc34)nnc2c1 | -0.6 | -3 | -1.2 | 4 | -0.7 | 10 | 0 | -11 | 0.8 | -1.5 | -1.5
Cn1/c(=N/N=C/c2ccccn2)sc2ccccc21 | · | 7 | 0.9 | -4 | 23* | -4 | -1 | -5 | 3.2 | 8.2* | 10*
O=C(COc1ccccc1C(=O)Nc1ccccc1)c1ccc(Br)cc1 | -0.3 | 6 | -1.0 | -5 | -3.4 | -3 | -2 | 5 | -0.2 | -2.3 | -1.4
O=C(Nc1cc(=O)[nH]c2nc(-c3ccccc3)nn12)c1ccccc1Cl | 1.3 | 3 | -1.6 | -5 | 0.4 | 3 | 5 | 7 | 0.1 | 0.7 | 0.7
C(/C=C/c1ccccc1)=N/N1CCN(c2ccccc2)CC1 | 1.7 | 0 | -0.5 | 1 | -0.3 | 0 | 3 | -3 | 0.1 | -1.5 | 5.0
CC(C)(C)NC(=O)C(c1cccs1)N(Cc1ccco1)C(=O)c1csnn1 (centres undefined) | -0.8 | 1 | -1.1 | -4 | 1.7 | 3 | -6 | 2 | -0.4 | 1.7 | 2.3
CN1CCN(CCCCOc2ccccc2-c2ccccc2)CC1 | 0.7 | 1 | -1.6 | -8 | 2.3 | -5 | -1 | 1 | 0.4 | -0.7 | 0.1
CCOc1ccc(C(=O)Cn2cnc3ccccc3c2=O)cc1 | 1.5 | 6 | 0.1 | -2 | 5.3 | -10 | 4 | -1 | 0.8 | 3.6 | 0.7
COc1cccc(NC(=O)c2nnn(CCc3ccccc3)c2N)c1 | 6.0* | 4 | -1.0 | 1 | 9.1 | -12 | 7 | -6 | 0.1 | 0.0 | 5.2
CCC(C)Nc1nc2c(c(=O)[nH]c(=O)n2C)n1CCOc1ccccc1 (centres undefined) | -1.4 | 3 | -1.0 | 1 | -1.3 | -6 | 9 | 5 | 0.2 | -1.7 | 2.4
O=C(NCCSc1ccccc1)c1ccccc1Cl | 0.5 | 8.7* | 0.2 | 1 | 15* | 6 | 0 | -5 | 2.9 | 1.4 | 4.4
CCC(=O)c1c(CC)c2n3c1=CC[C@H]3CC(Br)C=2 (some centres undefined) | · | · | -1.9 | -6 | -0.8 | 2 | -9 | -8 | · | -2.2 | ·
CCCCCCCCC(=O)N/N=C/c1ccccn1 | -0.5 | -5 | -0.9 | -4 | -0.6 | -7 | 1 | -6 | -0.2 | -2.1 | 1.5
COc1ccc(-c2noc(CN(C)Cc3ccccc3)n2)cc1 | -0.9 | 1 | -0.9 | 2 | -0.9 | 5 | 1 | -5 | 0.4 | -1.9 | 0.6
O=S1(=O)NC(=NCCc2ccccn2)c2ccccc21 | 0.2 | -1 | -0.9 | -3 | 8.2 | -2 | 2 | -4 | 0.2 | -0.6 | 1.5
Cc1cc2cc(CNC(=S)Nc3ccc(OC(F)F)cc3)ccc2n1C | -0.1 | -2 | -0.1 | 4 | -2.3 | 11 | 4 | -10 | 0.5 | -0.1 | -2.5
O=C(C1CCC(=O)N(C2CCCC2)C1)N1CCC(Oc2ccccc2Cl)CC1 (centres undefined) | -0.8 | -3 | -1.3 | 2 | -3.2 | -2 | 0 | -12 | -2.7 | -2.9 | -1.9
O=C(OCCOCn1cc(Br)c(=O)[nH]c1=O)c1ccccc1 | · | -9 | -1.1 | 10 | 2.6 | 15 | -3 | -1 | -0.4 | 0.3 | 2.4
CCC(=O)Nc1cc(C(=O)O)ccc1Sc1ccc(C)cc1 | 0.3 | -3 | -1.0 | -3 | -0.1 | 0 | 6 | 4 | 0.1 | -0.8 | 0.1

Two successive entries already listed, quoted:
Structure | DAX1 inh-1 | SMARCA2 act | ssDAF-12 act | GC-B act | hgDAF-12 ag | HGIII-sPLA2 inh | GC-A act | ADAM10 inh | DAX1 inh-2 | hcDAF-12 act | FXN GAA850 act
N#Cc1ccc(N2C(=O)[C@@H]3C(C(=O)c4cnccn4)=NN[C@@H]3C2=O)cc1 | · | 5 | -0.8 | -2 | 1.6 | -8 | 3 | 0 | 0.2 | -1.0 | 2.3
CC(Sc1nnc(C2CC2)n1C1CC1)C(=O)Nc1ccccc1C#N (centres undefined) | 0.6 | -3 | -1.3 | 2 | -1.4 | 4 | -1 | -15 | 0.3 | -0.5 | 1.0

More results
Structure | DAX1 inh-1 | SMARCA2 act | ssDAF-12 act | GC-B act | hgDAF-12 ag | HGIII-sPLA2 inh | GC-A act | ADAM10 inh | DAX1 inh-2 | hcDAF-12 act | FXN GAA850 act
COC(=O)c1ccc(NC(=O)c2ccccc2C(=O)Nc2ccc(C(=O)OC)cc2)cc1 | 1.9 | 1 | -2.0 | 7 | -1.1 | 0 | 5 | -17 | -0.2 | -2.5 | -0.4
FC(F)(F)c1cnc(NNC(=S)Nc2cccnc2)c(Cl)c1 | -0.5 | -1 | -1.1 | 0 | 1.4 | 20* | 2 | 7 | -2.2 | 0.1 | -2.3
COc1cccc(OC)c1C(=O)N1CCN(Cc2ccncc2)CC1 | 0.2 | -8 | -0.7 | 3 | -0.7 | 8 | 1 | -12 | -0.1 | 0.4 | -1.5
O=C(CSc1ccc(Br)c2cccc(Cl)c12)Nc1ccc(S(=O)(=O)Nc2nccs2)cc1 | 0.7 | -1 | -1.2 | -3 | -3.0 | -49 | -2 | 32* | 2.2 | 0.7 | 1.9
O=[N+]([O-])c1cc(C(F)(F)F)ccc1N1CCN(S(=O)(=O)c2ccc3c(c2)CCCC3)CC1 | 0.2 | -1 | -0.7 | 2 | 0.6 | 1 | 4 | 5 | 0.3 | -1.4 | 1.3
Cc1ccc(NCC(=O)N/N=C/c2ccc(C(=O)O)cc2)cc1 | -0.7 | -3 | -1.8 | 4 | 0.7 | 16 | -8 | -5 | 0.8 | -1.4 | 0.7
Cc1nnc(OC(C)C)c2nn(-c3ccccc3F)c(C)c12 | -0.3 | -1 | -0.8 | 3 | -2.0 | -2 | 1 | 4 | 0.5 | -2.2 | 0.5
COc1cccc(/C=C/C(=O)OCC(=O)N2c3ccccc3NC(=O)C2(C)C)c1 | 1.1 | -5 | -1.5 | 9 | 2.7 | 0 | 5 | -9 | 1.3 | 0.5 | -0.7
O=C(CCn1ccc2ccccc21)NC1CCCc2ccccc21 (centres undefined) | 1.2 | 0 | -0.1 | -1 | 1.5 | -12 | -2 | -3 | 0.3 | 3.8 | -0.2
COc1cc(C(=S)N2CCCC2)cc(Cl)c1O | 2.0 | -3 | -1.0 | 5 | -0.3 | 1 | -1 | 2 | 0.9 | -1.3 | 0.2
CCOC(=O)C1CCN(C(=O)CC(C)c2ccccc2)CC1 (centres undefined) | 4.2 | -4 | -0.8 | 0 | -1.8 | 9 | 0 | -5 | 0.1 | -1.9 | 2.3
Cc1ccc(S(=O)(=O)N(CC(=O)NCc2ccc(F)cc2)C(=O)N2CCN(C)CC2)cc1 | -0.7 | 6 | 0.5 | 0 | -2.2 | 0 | -3 | -7 | 0.1 | -0.4 | -0.1
COc1cccc(C2CC3(CC(C)(C)NC(=S)N3)Oc3cc(O)ccc32)c1 (centres undefined) | -0.1 | -3 | -1.9 | -3 | -3.0 | 14 | 56* | -6 | -0.9 | -1.7 | -9.6
CCCc1n(CC(O)COCC2CC=CCC2)c2ccccc2[n+]1C (centres undefined) | -1.0 | -2 | -1.9 | 2 | 0.2 | 4 | 2 | -6 | -0.4 | 0.4 | -0.7
COc1cccc(C(=O)NC2CC(C)(C)NC(C)(C)C2)c1OC | 0.2 | 1 | -0.7 | 1 | 2.9 | 1 | 1 | -3 | 0.7 | 1.8 | 0.1
O=c1[nH]c(C2CCN(S(=O)(=O)c3ccc4c(c3)OCCO4)CC2)nc2c1nnn2Cc1ccccc1F | 0.4 | 0 | -1.4 | -8 | -1.0 | -3 | 1 | 4 | -0.5 | -0.6 | 0.9
Cc1ccc(NC(=O)CCc2nnc3ccc(NCc4ccco4)nn23)nc1 | 0.5 | 1 | -1.1 | 0 | 0.1 | 3 | 0 | 6 | 0.8 | -2.5 | 1.5
CCCCCN(C(=O)CCC(=O)OCC(=O)Nc1ccc(C)cc1F)c1c(N)n(CCCC)c(=O)[nH]c1=O | 0.1 | 1 | -0.5 | -10 | -1.0 | -6 | 0 | 1 | 1.6 | -0.4 | 0.7
CCc1[nH]nc(C(=O)N2CCCC(CCC(=O)N3CCN(c4ccccn4)CC3)C2)c1C (centres undefined) | 0.1 | -1 | -1.2 | -2 | -3.1 | -4 | -1 | -7 | -0.2 | -2.0 | 4.2
Fc1ccccc1N=C1Nc2cccc3cccc1c23 | 0.1 | 0 | -1.8 | 0 | 4.2 | -6 | -5 | -13 | -0.2 | -0.4 | 6.0
COc1cc2[nH]c(O)c(C=O)c2cc1OC | -0.2 | -1 | -1.1 | -4 | -2.3 | -6 | -12 | -6 | -2.2 | -1.5 | -0.2
O=C(NNC(=O)c1ccco1)Nc1ccccc1 | -0.2 | -1 | -1.1 | 1 | 1.4 | 6 | 3 | 2 | -0.1 | -0.6 | 2.0
Cn1c(-c2sccc2OCc2cccc(C(F)(F)F)c2)n[nH]c1=S | 0.0 | 1 | -1.2 | -11 | -3.2 | 10 | -6 | 8 | -0.7 | -2.0 | 1.3
CCCc1nc2n[nH]c(N)c2c2c1CCCC2 | 0.1 | 1 | -0.9 | -3 | -0.3 | 3 | 5 | -6 | -0.4 | 0.3 | 3.6
CCCCC[C@H]1CN(CCc2ccccc2)C(=O)[C@@H]1CC(=O)NCc1ccc(OC)cc1 | -1.2 | -2 | -1.2 | -6 | -4.5 | -18 | -9 | 9 | -0.9 | -1.3 | -0.5
Brc1cc2c(cc1Br)OCCOCCOCCO2 | 0.7 | -3 | -2.4 | -10 | 0.8 | 6 | -1 | 7 | 0.7 | -2.6 | -0.4
